From PubChem
AID2073 = disruptors of CaV2.2 binding to Mint1 – biochemical, HTRF (AID 2073) | HTRF protein-protein interaction, Mint1-CaV2.2; higher % means a stronger effect | one-dose inhibition, % at 20 µM; IC50 in µM for titrated hits | hit rate 0.19% among 290,000; in the data active means inhibition mostly above about 51%, no sharp cut-off; inconclusive means no clear call, values can overlap the other calls; inactive means mostly below about 53%; further: some results filed as inactive read as strong as hits
Siah-1 displacement = Siah-1 peptide-binding antagonists, primary screen, biochemical, fluorescence polarization, rhodamine-plectin, uHTS (AID 1817); Siah-1 / rhodamine-plectin peptide fluorescence polarization; higher % means a stronger effect; displacement, % at 20 µM; hits with a dose series show IC50 in µM; hit rate 0.02% among 290,000;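 active means displacement of at least 50% at 20 µM, with a fluorescence ratio check between 0.3 and a set limit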;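 further: plate controls were Siah plus tracer with DMSO for no effect and tracer alone without Siah for full effect; strong numbers were not always called active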
MgcRacGAP inhibition = MgcRacGAP GTPase-activating activity inhibitors, confirmation, biochemical, ADP Hunter fluorescence; MgcRacGAP-stimulated Rac1 GTP hydrolysis, ADP Hunter fluorescence; higher % means a stronger effect; GST-tagged Rac1 F28L mutant substrate; one-dose inhibition, % at 30 µM; IC50 in µM for titrated hits; hit rate 0.6% among 340,000;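 active means first-screen hits whose inhibition reached a set limit at any dose in the follow-up dose series; inconclusive means inhibition above the set first-screen limit but never retested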;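 further: fluorescence reports GDP produced by GAP-driven GTP hydrolysis; strong numbers were not always called active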
Large T inhibition = SV40 large T antigen inhibitors, biochemical (AID 1903) | SV40 large T antigen ATPase/helicase inhibition assay; higher % means a stronger effect | one-dose inhibition, % at 20 µM; IC50 in µM for titrated hits | hit rate 0.39% among 310,000; in the data active means a potency from the dose series; inconclusive means inhibition mostly from about 32% at the one dose, without a potency; inactive means the rest, 99 in 100 with inhibition below about 32%; further: strong numbers were not always called active
West Nile antiviral = inhibition of WNV-induced cytopathic effect – cell-based, CPE readout (AID 1621). West Nile virus-infected cells, CPE inhibition; higher % means a stronger effect. CPE inhibition, % at 10 µM, or IC50 in µM where a hit was titrated. hit rate 0.02% among 290,000; in the data active means a potency from the dose series; inconclusive means CPE inhibition mostly from about 3.7% at the one dose, without a potency; inactive means the rest, 99 in 100 with CPE inhibition below about 2.2%; further: strong numbers were not always called active
NTR1 agonist = agonists of NTR1, primary screen, imaging, U2OS cells, beta-arrestin-GFP, high content (AID 493036). NTR1-U2OS beta-arrestin-GFP spot imaging, agonist mode. hit rate 0.17% among 330,000. activation, % at 20 µM;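 active means activation at or above 40% of the spot to cytoplasm intensity ratio, with at least 20 cells analyzed; inconclusive means wells under 20 cells, flagged as cytotoxic or low count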;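 further: 0% = DMSO without peptide and 100% = 100 nM NTR1 peptide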
Target sequence (P30989 whole entry, looked up): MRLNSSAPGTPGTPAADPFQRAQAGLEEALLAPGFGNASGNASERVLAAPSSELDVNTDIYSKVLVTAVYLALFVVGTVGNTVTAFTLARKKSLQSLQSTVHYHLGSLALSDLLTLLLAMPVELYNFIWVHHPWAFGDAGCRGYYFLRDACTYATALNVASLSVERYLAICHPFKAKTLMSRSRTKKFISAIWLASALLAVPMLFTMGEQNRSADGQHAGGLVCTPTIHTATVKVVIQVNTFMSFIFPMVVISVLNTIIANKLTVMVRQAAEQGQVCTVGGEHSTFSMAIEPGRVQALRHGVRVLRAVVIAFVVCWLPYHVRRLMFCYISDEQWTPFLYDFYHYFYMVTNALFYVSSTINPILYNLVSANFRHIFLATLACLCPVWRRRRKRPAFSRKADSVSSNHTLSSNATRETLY
Dengue-2 NS5 capping = Dengue-2 NS5 methyltransferase inhibitors, primary screen, biochemical, confirmation dose response (AID 588689) | inhibition, % at 25 µM, or IC50 in µM where a hit was titrated | hit rate 0.3% among 340,000 | Dengue-2 NS5 methyltransferase capping enzyme assay, biochemical; higher % means a stronger effect; in the data active means a potency from the dose series; inconclusive means inhibition above about 29% without an active follow-up result
RSV antiviral HEp-2 = inhibition of RSV-induced cytopathic effect – HEp-2 cells, primary 10 µM value included (AID 2391); hit rate 0.13% among 310,000; HEp-2 cells, RSV-induced CPE inhibition; higher % means a stronger effect; one-dose CPE inhibition, % at 10 µM; IC50 in µM for titrated hits; in the data active means a potency from the dose series; inconclusive means CPE inhibition mostly from about 23% at the one dose, without a potency; inactive means the rest, 99 in 100 with CPE inhibition below about 21%; further: strong numbers were not always called active
UTI89 phage lysis = protection from phage-mediated lysis, alamar blue read-out – E. coli UTI89, K1F phage, bacterial capsule biogenesis inhibitors (AID 488966); E. coli UTI89 K1F phage lysis, alamar blue, 2 h; higher % means a stronger effect; inhibition, % at 100 µM; hits with a dose series show IC50 in µM; hit rate 0.02% among 340,000;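 active means phage lysis inhibition, versus mean bacterial control, above a set limit; inconclusive means no clear call, values can overlap the other calls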;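 further: capsule biogenesis inhibitors block K1F phage lysis so surviving cells raise fluorescence; higher fluorescence means more inhibition of phage lysis; actives were called in the ten point dose series up to 300 µM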
NTR1 agonist cell count 20 µM = second read-out of NTR1 agonist, no call of its own (marks repeat the call); cell count; measured here: cell count, cytotoxicity flag
Dengue-2 NS5 capping pilot replicate = further read-out of Dengue-2 NS5 capping, marked with its call; inhibition, %; measured here: pilot screen replicate inhibition
* = called active by the depositor; ? = inconclusive; · = no result given; [ ] = another dose, or the depositor's remark. Not a hit list; about 1.6% have a hit in one of these screens.

SMILES | AID2073 | Siah-1 displacement | MgcRacGAP inhibition | Large T inhibition | West Nile antiviral | NTR1 agonist | NTR1 agonist cell count 20 µM | Dengue-2 NS5 capping | RSV antiviral HEp-2 | UTI89 phage lysis | others
Cc1ccc(/C=N/NC(=O)Cc2cccs2)o1 | 9% | -10% | 7% | 10% | -0.3% | -1.9 | 66 | 1% | 2.1% | 2.8%
CCOC(=O)c1c(C)[nH]c(O)c1C=Nc1ccccc1 | -18% | -1% | 4% | -12% | 0.3% | -3.0 | 93 | -14% | 0.7% | -0.2%
COc1ccc2c(COC(=O)CCS(=O)(=O)c3ccc(C)cc3)cc(=O)oc2c1 | · | · | 4% | 7% | · | 4.5 | 44 | -4% | 0.4% | 0.1%[50 µM]
Cc1cccc(C)c1OCCCCN1CCCCC1 | 13% | 4% | 27% | 4% | -1.0% | -1.2 | 62 | -7% | 0.4% | 0.1% | Dengue-2 NS5 capping pilot replicate=-3.1
CC(=O)c1cccc(NC(=O)COC(=O)CCc2ccc(S(=O)(=O)N3CCOCC3)cc2)c1 | 12% | 4% | 3% | 6% | 0.5% | 1.0 | 48 | -9% | -0.1% | -0.3%
Cc1ccc(C(C)C)cc1OCC(=O)NC1CCCCCCC1 | · | · | 3% | 0% | · | 14 | 71 | 1% | 4.8% | 0.0%[50 µM]
CCc1ccccc1NC(=O)Nc1cccs1 | -2% | 3% | -3% | 6% | -0.6% | -1.6 | 93 | 47% | 1.1% | -0.4%
COc1ccc(CCNC(=O)COc2ccc(-c3ccc(C)cc3)cc2)cc1OC | -1% | 0% | 8% | -6% | -0.3% | 2.6 | 55 | -6% | 5.9% | -0.8%
C[C@H]1CN([C@@H](C)CO)C(=O)c2cccc(NC(=O)Nc3ccc(C(F)(F)F)cc3)c2O[C@H]1CN(C)C | · | · | 1% | · | · | 2.3 | 47 | -34% | · | -0.5%
O=c1ccc(S(=O)(=O)N2CCCC2)cn1Cc1ccc(Cl)cc1Cl | · | · | 3% | · | · | 1.3 | 73 | 21% | -0.3% | 0.6%[50 µM]
O=C(O)c1cc2c(cn1)[nH]c1ccccc12 | 26% | -14% | 10% | 12% | 0.2% | -0.2 | 99 | 1% | 0.0% | 0.2%
Cc1cccc(NC(=O)Cn2nnc3ccccc32)c1 | 6% | -4% | 9% | 11% | -0.5% | -0.8 | 31 | 14% | 2.9% | 3.4%
Cc1nn(C)c(C)c1S(=O)(=O)N1CCCC(C(=O)NC2CCCCC2)C1 (stereo unspecified) | -4% | -3% | 7% | 9% | -0.1% | 0.6 | 94 | -2% | 1.1% | 0.1%
Cc1ccc(-c2cc(C(=O)OCC(=O)NC3CC3)c3ccccc3n2)cc1 | · | · | 3% | · | · | -0.1 | 66 | 2% | 0.6% | 0.7%[50 µM]
CC1(C)Cc2c(sc3nc(-c4ccccc4Cl)n(N)c(=O)c23)CO1 | 10% | -5% | 13% | 5% | 0.0% | 2.3 | 26 | -4% | 1.1% | 2.8%
O=C(COc1ccc2c(c1)OCO2)Nc1ccc(Cl)cn1 | 2% | -6% | 8% | -2% | 0.0% | 0.6 | 26 | -3% | 7.0% | 0.1%
COc1ccc(C2=CC(=O)CC(C)(C)C2)cc1OC | · | · | 4% | · | · | 0.9 | 68 | -7% | 0.2% | -0.5%
CCN(CC(=O)Nc1ccccc1C(F)(F)F)C(=O)CSCC(=O)Nc1cc(C)on1 | · | · | 2% | 10% | · | 0.3 | 22 | -14% | -1.4% | 0.3%[50 µM]
CC[C@H]1OC(=O)[C@H](C)[C@@H](O[C@H]2C[C@@](C)(OC)[C@@H](O)[C@H](C)O2)[C@H](C)[C@@H](O[C@@H]2O[C@H](C)C[C@H](N(C)C)[C@H]2O)[C@](C)(O)C[C@@H](C)CN(C)[C@H](C)[C@@H](O)[C@]1(C)O | · | · | 4% | 24% | 0.7% | 2.4 | 43 | -4% | -0.8% | -7.9%
O=C(OCc1nc2ccsc2c(=O)[nH]1)c1ccc(Cl)nc1 | · | · | 4% | 15% | · | -0.2 | 69 | -2% | 1.2% | 0.8%[50 µM]
CCCCCCCCCc1nc(N)n[nH]1 | -6% | 1% | 12% | -6% | · | 1.8 | 39 | 0% | -0.6% | 1.8%
C[C@H](NC(=O)N1CCn2c1nc1ccccc12)C(=O)NCCc1ccccc1 | 6% | 2% | 8% | 11% | -0.5% | 1.1 | 60 | 5% | 0.6% | 0.1%
CCc1nnc(NC(=O)CCNC(=O)c2ccco2)s1 | 11% | 4% | 4% | 10% | -0.7% | 0.8 | 43 | -1% | 1.6% | 1.9%
Cc1nc2nc(SCC(N)=O)[nH]c2cc1Br | 5% | -1% | 6% | 4% | 0.2% | 1.4 | 60 | -13% | 16% | 1.4%
O=C(c1ccc(CSc2nc3ccncc3[nH]2)cc1)N1CCCCC1 | -3% | 12% | 19% | 11% | · | -0.2 | 86 | -1% | 1.9% | 0.0%
Next part.
SMILES | AID2073 | Siah-1 displacement | MgcRacGAP inhibition | Large T inhibition | West Nile antiviral | NTR1 agonist | NTR1 agonist cell count 20 µM | Dengue-2 NS5 capping | RSV antiviral HEp-2 | UTI89 phage lysis | others
CC(C)CCNC(=S)Nc1ccc2nc3n(c(=O)c2c1)CCCCC3 | -7% | -4% | 6% | 8% | -1.8% | 4.9 | 74 | -2% | ? | 1.7%[50 µM]
CCC(C)(C(=O)NC1CCCCC1)N(C(=O)c1ccccn1)c1ccc(C)cc1 (stereo unspecified) | ? | 1% | 7% | 12% | -1.1% | -0.5 | 96 | 0% | 0.7% | 0.9%
C=CC[C@H](CC(=O)NCCO)C(=O)NC[C@@H](OC(=O)[C@@H](CC=C)CC(=O)OC(C)(C)C)c1ccccc1 | · | · | -1% | · | · | -1.6 | 42 | -1% | · | -0.6%
CCOc1nc2c(c(=O)n(C)c(=O)n2C)n1Cc1ccccc1Cl | 7% | -1% | 8% | -2% | -0.7% | 0.6 | 46 | -8% | 0.0% | -0.1%
O=C(NCCCN1CCOCC1)/C(=C/c1ccco1)NC(=O)c1ccccc1 | 8% | 3% | 10% | 13% | 0.4% | 0.4 | 58 | -6% | 0.3% | -0.2%
O=C(NCCCn1ccnc1)c1cc(-c2cccnc2)nc2ccc(Br)cc12 | 23% | 0% | 12% | 6% | -0.1% | 0.5 | 56 | -5% | 0.8% | 0.5%
Cc1ccc(SCC(=O)NCCCN2CCOCC2)cc1 | 0% | 2% | 9% | 0% | 0.6% | 3.2 | 56 | -4% | 0.6% | 8.6%
COc1ccc(CCNC(=O)c2ccc(CS(=O)Cc3ccc(Cl)cc3)o2)cc1OC (stereo unspecified) | 10% | 4% | 11% | 14% | -0.1% | -0.6 | 44 | -4% | 1.4% | 0.8%
COc1cc(CN2CCNC(=O)C2CC(=O)N(C)CCN2CCOCC2)cc(OC)c1 (stereo unspecified) | -2% | -1% | -11% | · | 0.3% | -0.9 | 67 | 6% | · | -0.3%
CCCc1nnc(NC(=O)CCC(=O)N2CCN(CCn3c(C)ccc3C)CC2)s1 | -6% | -3% | 5% | -2% | 0.2% | -4.0 | 46 | -6% | 0.5% | 8.7%
Cc1cccc(NC(=O)NCc2cccnc2)c1C | -2% | 1% | 1% | 4% | 0.4% | -0.6 | 73 | -6% | 1.1% | 0.1%
Cc1ccc([N+](=O)[O-])cc1N=C1C(=O)Nc2ccccc21 | 0% | -1% | 3% | 3% | 0.1% | 0.0 | 74 | -2% | 1.5% | 0.4%
Cc1ccc(/C=C(/C#N)C(=O)NC(C)c2ccccc2)o1 (stereo unspecified) | 5% | 1% | -2% | 9% | -0.9% | 1.8 | 69 | -9% | 1.1% | 1.8%
CC(=O)N1c2ccc(S(=O)(=O)NCCC(=O)NCc3ccc(Cl)cc3)cc2CC1C (stereo unspecified) | 0% | 15% | 15% | 4% | -0.4% | 0.8 | 70 | -7% | 5.4% | -0.2%
COc1ccccc1NC1=NC(CO)(CO)CS1 | 0% | 14% | · | 8% | 0.2% | 0.4 | 70 | · | · | ·
c1ccc(CSc2ccc(-c3ccco3)nn2)cc1 | 22% | -2% | 3% | 9% | -0.7% | -0.1 | 68 | -1% | 5.1% | 2.2%
O=C(CN1CCN(Cc2ccc3c(c2)OCO3)CC1)NCC(F)(F)F | 3% | 2% | 3% | ? | -0.4% | 5.9 | 41 | -4% | 0.0% | 0.3%
CCC(C)(C)c1ccc(OCCCC[n+]2ccccc2)c(C(C)(C)CC)c1 | 18% | -2% | 14% | 16% | -1.3% | 8.4 | 61 | 1% | -3.4% | 0.4%
Cc1ccnc(NC(=O)COc2ccc3c(c2)CCC3)c1 | · | · | 7% | 3% | · | 1.5 | 54 | 1% | 1.6% | 1.5%[50 µM]
C=CCN(CC=C)C(=O)c1cc2ccccc2c(=O)o1 | 1% | -3% | 2% | -10% | -0.6% | 2.2 | 80 | -5% | 0.0% | 0.2%
O=C(O)c1cccc(Cn2c(Cl)c(/C=N/NC(=O)c3ccccc3Cl)sc2=O)c1 | 4% | 0% | 10% | 10% | · | 1.2 | 39 | 5% | 0.8% | -0.6%
C#CCSc1nnc(CNS(=O)(=O)c2ccc(Br)cc2)n1C | -9% | 11% | 6% | 6% | -0.6% | -0.4 | 46 | -4% | 0.8% | -0.3%[50 µM]
COc1ccc(N2CCN(CCNC(=O)c3ccc(NC(=O)C4CCCO4)cc3)CC2)cc1 (stereo unspecified) | -7% | -1% | 7% | 14% | -0.7% | 0.6 | 96 | -2% | 2.2% | 0.6%
COc1ccc(OCC(=O)Nc2nonc2NC(=O)COc2ccc(OC)cc2)cc1 | 6% | -2% | 0% | 10% | 0.3% | 2.1 | 31 | 4% | -1.3% | -0.5%
Cc1ccc(C(=O)NCc2ccc(F)cc2)cc1NC1=NC2CS(=O)(=O)CC2S1 (stereo unspecified) | -5% | 9% | 11% | · | -0.1% | 3.1 | 55 | -2% | 3.6% | 2.6%
Cc1cccc(Cn2cnc3c(sc4nc(C)cc(C)c43)c2=O)c1 | 9% | -5% | 4% | 3% | -0.7% | 2.5 | 44 | 3% | 2.6% | 0.3%
COc1cc(/C=C2/C(=O)ON=C2C)ccc1OCc1cccc(F)c1 | 44% | -1% | 11% | 11% | -0.3% | 5.9 | 41 | 24µM* | 5.4% | -0.5%
COc1cccc(C(=O)NCCC2=CCCCC2)c1 | 0% | -4% | 2% | 9% | -0.1% | 1.8 | 45 | -8% | 15% | 1.9%
CCc1c(C(=O)NCc2ccc3c(c2)OCO3)[nH]c(C)c1C(C)=O | -7% | 2% | 6% | 5% | -0.9% | -1.5 | 80 | -2% | 2.9% | 0.2% | Dengue-2 NS5 capping pilot replicate=-5.8
